Screening data: PubChem BioAssay, several laboratories
PKA-R2B act – activates the human PKA-R2B holoenzyme complex; activation, % at 11.4 µM; actives 0.079% (n = 340,000); PKA-R2B holoenzyme dissociation, Cy5-IP20 fluorescence polarization; R2B truncated from residue 108, S112A mutant; 0% DMSO only, 100% 113 µM cGMP;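 active means activation above a cutoff set at the mean over all compounds plus 3 SD, cut at about 18% in these data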;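 further: higher means more holoenzyme dissociation and a rise in polarization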
Target sequence (P31323 whole entry, looked up, other chains not shown, the tested form may be a part): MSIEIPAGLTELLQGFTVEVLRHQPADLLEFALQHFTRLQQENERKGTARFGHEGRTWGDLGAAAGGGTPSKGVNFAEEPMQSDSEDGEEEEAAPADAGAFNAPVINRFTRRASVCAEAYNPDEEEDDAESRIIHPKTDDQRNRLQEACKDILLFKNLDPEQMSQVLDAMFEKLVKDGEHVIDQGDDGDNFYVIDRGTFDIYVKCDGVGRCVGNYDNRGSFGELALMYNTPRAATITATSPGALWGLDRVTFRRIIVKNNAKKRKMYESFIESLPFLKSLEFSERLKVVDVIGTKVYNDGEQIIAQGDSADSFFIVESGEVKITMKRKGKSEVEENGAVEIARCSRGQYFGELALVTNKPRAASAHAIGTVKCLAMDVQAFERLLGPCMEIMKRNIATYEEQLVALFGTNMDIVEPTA
MOR-DOR ag – OPRM1-OPRD1 heterodimerization agonism; P35372+P41143; cells, luminescence; activation, % at 9.3 µM; actives 0.3% (n = 340,000); AID 504326; in the data active means activation above about 18%;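 further: 0% = vehicle-treated cells and 100% = reference agonist; values of inactives mirror those of a sister screen read the other way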
PKA-R1A act – activators of PKA-R1A complex; AID 504707; P00514+P68181; PKA-R1A dissociation, Cy5-IP20 fluorescence polarization; scaled: DMSO 0%, 113 µM cGMP 100%; actives 0.083% (n = 340,000); activation, % at 11.4 µM;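 active means percent activation above the mean of all tested compounds plus 3 SD, cut at about 19% in these data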;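 further: higher means more PKAc released from R1A so a rise in polarization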
AddAB inh – less growth of phage-infected E. coli with AddAB. actives 0.29% (n = 330,000). E. coli expressing H. pylori AddAB, absorbance growth. inhibition, % at 11.9 µM; in the data active means inhibition above about 12%;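 further: 0% = vehicle wells of infected cells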
OPRM1-OPRD1 inv – inverse agonists of human mu-delta opioid receptor heterodimerization. P35372+P41143. cell-based MOR-DOR heterodimer luminescence, inverse agonism. inhibition, % at 9.3 µM. actives 0.21% (n = 340,000). AID 504357; in the data active means inhibition above about 22%, passing the limit was not always enough;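 further: 0% = cells with DMSO and 100% = wells without cells with DMSO; values of inactives mirror those of a sister screen read the other way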
HTR5A inv ctr – counter-screen for OPRM1-OPRD1 inverse agonists: human HTR5A inverse agonism | P47898 | HTR5A cell line, luminescence | inhibition, % at 9.3 µM | actives 0.083% (n = 340,000); in the data active means inhibition mostly above about 23%, no sharp cut-off; inactive means mostly below about 18%;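 further: 0% = cells with DMSO and 100% = no-cell wells with DMSO; some compounds called inactive have numbers as strong as hits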
Target sequence (P47898 whole entry, looked up): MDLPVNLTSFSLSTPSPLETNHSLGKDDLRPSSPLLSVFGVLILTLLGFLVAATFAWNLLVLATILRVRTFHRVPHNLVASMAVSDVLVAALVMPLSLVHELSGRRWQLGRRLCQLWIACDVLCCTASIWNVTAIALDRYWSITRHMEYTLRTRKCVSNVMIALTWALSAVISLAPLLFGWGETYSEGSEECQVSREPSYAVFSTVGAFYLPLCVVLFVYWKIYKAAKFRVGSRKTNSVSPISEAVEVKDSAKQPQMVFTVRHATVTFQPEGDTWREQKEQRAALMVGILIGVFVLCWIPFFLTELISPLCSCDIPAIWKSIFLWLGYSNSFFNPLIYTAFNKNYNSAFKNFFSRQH
Mot1-301 SUMO – blocks SUMOylation pathway, rescuing yeast Mot1-301 growth | S. cerevisiae Mot1-301 growth rescue, ATP luminescence, 38.5C; percent above DMSO median, 100 means doubled | AID 2716 | actives 1% (n = 320,000) | growth rescue, % at 18.8 µM;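 active means every valid replicate shows activation above 250% relative to neutral control wells; inactive means the rest, any valid replicate at or below 250%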;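 further: OY570 slx delta 5 strain wells were the positive control but not used for scaling; some compounds called inactive have numbers as strong as hits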
phage Ecoli inh – E. coli growth loss with phage present | AID 651602 | actives 0.26% (n = 360,000) | inhibition, % at 11.9 µM | growth absorbance; in the data active means inhibition above about 11%
E coli growth – reduces bacterial viability in AddAB counter-screen. E. coli V3065 growth, OD600 absorbance, 18 h. inhibition, % at 11.9 µM. actives 0.27% (n = 330,000). AID 449728;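 active means inhibition above the campaign's mean inhibition across all tested compounds plus 3 SD, cut at about 9.9% in these data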;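 further: uninfected addAB+ strain grown without phage in ampicillin broth; 0% = DMSO wells and 100% = ciprofloxacin 0.95 µg/ml wells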
Tat transport – inhibitors of E. coli Tat protein transport; E. coli MC4100 TorA-mCherry Tat export, fluorescence; actives 0.036% (n = 340,000); inhibition, % at 10 µM;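 active means mean replicate inhibition at least 50% and at least half of replicates individually reaching 50%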;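 further: exported cargo escapes ClpAP degradation while cytoplasmic cargo is degraded and loses fluorescence; 0% = median of neutral control wells and 100% = median of NaSCN control wells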
PfHsp90 set2 – inhibits growth of yeast expressing Plasmodium falciparum Hsp90; S. cerevisiae expressing PfHsp90, BacTiter-Glo ATP, 48 h; yeast lacking PDR1 and PDR3 efflux regulators; inhibition, % at 9.4 µM; actives 0.32% (n = 310,000); AID 504621;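 active means every replicate shows inhibition above about 80%, whatever the replicate mean, limit read from the data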;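 further: 0% = DMSO neutral controls and 100% = 20 µM radicicol positive controls; yeast relying on Plasmodium falciparum Hsp90 in place of its own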
Active calls of the source: *.

Preview, 2 compounds:
COc1ccc(N(CC(=O)NCCC2=CCCCC2)S(=O)(=O)c2ccccc2)cc1 was read as PKA-R2B act -1, MOR-DOR ag -0.5, PKA-R1A act 6, AddAB inh -0.9, OPRM1-OPRD1 inv 3, HTR5A inv ctr -20, Mot1-301 SUMO -13, phage Ecoli inh -0.9, E coli growth -0.8, Tat transport 4 and PfHsp90 set2 -12.
`COc1cccc(CNC(=O)Cn2cccc2C(=O)c2ccccc2C)c1` gave PKA-R2B act 4, MOR-DOR ag -0.6, PKA-R1A act -4, AddAB inh 3.9, OPRM1-OPRD1 inv 3, HTR5A inv ctr 3, Mot1-301 SUMO 3, phage Ecoli inh 0.9, E coli growth 0.0, Tat transport 10 and PfHsp90 set2 -29.

Main list (from the top)
COc1ccc(N(CC(=O)NCCC2=CCCCC2)S(=O)(=O)c2ccccc2)cc1 was read as PKA-R2B act -1, MOR-DOR ag -0.5, PKA-R1A act 6, AddAB inh -0.9, OPRM1-OPRD1 inv 3, HTR5A inv ctr -20, Mot1-301 SUMO -13, phage Ecoli inh -0.9, E coli growth -0.8, Tat transport 4 and PfHsp90 set2 -12.
`COc1cccc(CNC(=O)Cn2cccc2C(=O)c2ccccc2C)c1` gave PKA-R2B act 4, MOR-DOR ag -0.6, PKA-R1A act -4, AddAB inh 3.9, OPRM1-OPRD1 inv 3, HTR5A inv ctr 3, Mot1-301 SUMO 3, phage Ecoli inh 0.9, E coli growth 0.0, Tat transport 10 and PfHsp90 set2 -29.
For COc1ccc(NCc2nc3ccccc3n2C)cc1 the results were PKA-R2B act -2, MOR-DOR ag -1.2, PKA-R1A act 9, AddAB inh 1.0, OPRM1-OPRD1 inv 6, HTR5A inv ctr -2, Mot1-301 SUMO -9, phage Ecoli inh -1.3, E coli growth 0.5, Tat transport 2 and PfHsp90 set2 -30.
For CCN(CC)S(=O)(=O)c1ccc(C)c(C(=O)Oc2cccc(-c3cnc4ccccc4n3)c2)c1 the results were PKA-R2B act -3, MOR-DOR ag -1.9, PKA-R1A act -2, AddAB inh -0.5, OPRM1-OPRD1 inv 10, HTR5A inv ctr -2, Mot1-301 SUMO -21, phage Ecoli inh 4.0, E coli growth -0.7, Tat transport 0 and PfHsp90 set2 15.
Screening COc1cccc(C2=NOC(C(=O)NCCN3CCOCC3)C2)c1 (stereo unspecified) returned PKA-R2B act 6, MOR-DOR ag -0.3, PKA-R1A act 2, AddAB inh 1.6, OPRM1-OPRD1 inv 2, HTR5A inv ctr 9, Mot1-301 SUMO -10, phage Ecoli inh 3.8, E coli growth 0.7 and Tat transport 13.
For CCN(Cc1cccs1)C(=O)CN1CCN(S(=O)(=O)c2ccc3c(c2)OCCCO3)CC1 the results were PKA-R2B act 3, MOR-DOR ag 0.0, PKA-R1A act 9, OPRM1-OPRD1 inv 0, HTR5A inv ctr 11, phage Ecoli inh 1.9, Tat transport 6 and PfHsp90 set2 0.
For Cc1ccc(CN2C(=O)NC(Cc3c[nH]c4ccccc34)C2=O)cc1 (stereo unspecified) the results were PKA-R2B act -2, MOR-DOR ag -2.9, PKA-R1A act -7, AddAB inh 5.1, OPRM1-OPRD1 inv 16, HTR5A inv ctr 13, Mot1-301 SUMO 70, phage Ecoli inh 1.8, E coli growth 0.0, Tat transport 10 and PfHsp90 set2 23.
For O=C(/C=C/c1ccc(Cl)cc1Cl)Nc1cccc(S(=O)(=O)NC2=NCCC2)c1 the results were PKA-R2B act -2, MOR-DOR ag 0.1, PKA-R1A act -3, AddAB inh 5.7, OPRM1-OPRD1 inv 0, HTR5A inv ctr -17, Mot1-301 SUMO 163, phage Ecoli inh 3.9, E coli growth -0.4, Tat transport 2 and PfHsp90 set2 16.
Screening O=C(OCC(=O)c1ccco1)c1ccc2ncsc2c1 returned PKA-R2B act -11, MOR-DOR ag -1.5, PKA-R1A act -2, AddAB inh 2.3, OPRM1-OPRD1 inv 8, HTR5A inv ctr 24, Mot1-301 SUMO 1, phage Ecoli inh 0.6, E coli growth 0.1 and Tat transport 2.
CC(C)(C)Nc1nc(NCc2cccnc2)nc(N2CCOCC2)n1 was read as PKA-R2B act 9, MOR-DOR ag -0.2, PKA-R1A act -6, AddAB inh 1.2, OPRM1-OPRD1 inv 1, HTR5A inv ctr 0, Mot1-301 SUMO 3, phage Ecoli inh 2.6, E coli growth -1.0, Tat transport 7 and PfHsp90 set2 25.
COc1cc(CCC(=O)OCC(=O)Nc2ccccc2F)cc(OC)c1OC was read as PKA-R2B act -2, MOR-DOR ag -0.9, PKA-R1A act 6, AddAB inh 4.3, OPRM1-OPRD1 inv 6, HTR5A inv ctr -5, Mot1-301 SUMO 6, phage Ecoli inh -0.6, E coli growth 1.9, Tat transport 4 and PfHsp90 set2 -54.
Screening Cc1ccc(-n2nc3c(c2NC(=O)c2ccco2)CS(=O)C3)c(C)c1 (stereo unspecified) returned PKA-R2B act -4, MOR-DOR ag -2.5, PKA-R1A act -1, AddAB inh 4.9, OPRM1-OPRD1 inv 16, HTR5A inv ctr 9, Mot1-301 SUMO -5, phage Ecoli inh 4.4, E coli growth 1.6 and Tat transport -9.
O=C(O)C[C@]1(C(=O)Nc2ccc(F)cc2)CC(/C=C/c2ccccc2)=NO1 was read as PKA-R2B act 6, MOR-DOR ag -2.5, PKA-R1A act 2, AddAB inh -0.2, OPRM1-OPRD1 inv 12, HTR5A inv ctr -1, Mot1-301 SUMO -16, phage Ecoli inh 2.3, E coli growth -0.5, Tat transport 14 and PfHsp90 set2 8.
Screening COc1ccc(CC2(CO)CCN(S(=O)(=O)c3sccc3C)CC2)cc1 returned PKA-R2B act 2, MOR-DOR ag 1.7, PKA-R1A act -6, AddAB inh 1.7, OPRM1-OPRD1 inv -9, HTR5A inv ctr 17, Mot1-301 SUMO -4, phage Ecoli inh 2.7, E coli growth -0.7, Tat transport -2 and PfHsp90 set2 4.
Screening O=C(C1=C[C@H](c2coc3ccccc3c2=O)C[C@H](OCCCCO)O1)N1CCN(Cc2ccc3c(c2)OCO3)CC1 returned PKA-R2B act -7, MOR-DOR ag -1.3, PKA-R1A act -1, AddAB inh -0.2, OPRM1-OPRD1 inv 7, HTR5A inv ctr -17, Mot1-301 SUMO -9, phage Ecoli inh 0.2, E coli growth -0.5, Tat transport -8 and PfHsp90 set2 -17.
For COc1cc(C(=O)NCCNc2nc3ccc(C)cc3cc2C#N)cc(OC)c1OC the results were PKA-R2B act -5, MOR-DOR ag -1.4, PKA-R1A act 2, AddAB inh 1.4, OPRM1-OPRD1 inv 7, HTR5A inv ctr 3, Mot1-301 SUMO -6, phage Ecoli inh -1.1, E coli growth -0.6, Tat transport -2 and PfHsp90 set2 -5.
For CCOC(=O)C1CCN(C(=O)c2ccc(N(C)S(C)(=O)=O)cc2)CC1 the results were PKA-R2B act 0, MOR-DOR ag -0.1, PKA-R1A act -24, AddAB inh 4.7, OPRM1-OPRD1 inv 0, HTR5A inv ctr 2, Mot1-301 SUMO -9, phage Ecoli inh 0.6, E coli growth 0.4, Tat transport -18 and PfHsp90 set2 12.
`O=C1NC(C(F)(F)F)(C(F)(F)F)N=C2SC=CN12` gave PKA-R2B act 1, MOR-DOR ag -4.5, PKA-R1A act 0, AddAB inh 0.8, OPRM1-OPRD1 inv 22, HTR5A inv ctr 16, Mot1-301 SUMO 21, phage Ecoli inh 2.8, E coli growth -1.7, Tat transport 0 and PfHsp90 set2 -2.
Cc1[nH]c2ccc(Cl)cc2c(=O)c1CN1CCCC1 was read as PKA-R2B act -8, MOR-DOR ag -0.6, PKA-R1A act 4, AddAB inh 2.7, OPRM1-OPRD1 inv 3, HTR5A inv ctr -4, Mot1-301 SUMO 261, phage Ecoli inh 2.8, E coli growth -0.1, Tat transport -8 and PfHsp90 set2 27.
CS(=O)(=O)c1cccc(-c2nnc(NC(=O)c3ccc4ncsc4c3)o2)c1 was read as PKA-R2B act -7, MOR-DOR ag 1.0, PKA-R1A act 3, AddAB inh -0.3, OPRM1-OPRD1 inv -6, HTR5A inv ctr -4, Mot1-301 SUMO -7, phage Ecoli inh 1.6, E coli growth -0.5 and Tat transport -10.
O=C(CN1C(=O)C(=O)N(C2CCCC2)C1=O)Nc1cc(Cl)ccc1[N+](=O)[O-] was read as PKA-R2B act -7, MOR-DOR ag 1.7, PKA-R1A act -6, AddAB inh -1.2, OPRM1-OPRD1 inv -7, HTR5A inv ctr -5, Mot1-301 SUMO 2, phage Ecoli inh -1.8, E coli growth -1.7, Tat transport 3 and PfHsp90 set2 -2.
Cc1cccc(NC(=S)N2CCN(S(=O)(=O)c3ccc(F)cc3)CC2)c1 was read as PKA-R2B act 12, MOR-DOR ag -1.0, PKA-R1A act -6, AddAB inh -0.7, OPRM1-OPRD1 inv 4, HTR5A inv ctr 25, Mot1-301 SUMO 442, phage Ecoli inh 1.4, E coli growth 0.4, Tat transport -4 and PfHsp90 set2 13.
For CN(CCOc1ccccc1)CC(=O)Nc1ccc([N+](=O)[O-])cc1Cl the results were PKA-R2B act 0, MOR-DOR ag -0.3, PKA-R1A act -18, AddAB inh -0.4, OPRM1-OPRD1 inv 1, HTR5A inv ctr -1, Mot1-301 SUMO -5, phage Ecoli inh 0.5, E coli growth -0.5, Tat transport 6 and PfHsp90 set2 3.
`Cc1nn(Cc2ccccc2)c(Cl)c1C(=O)OCC#N` gave PKA-R2B act 5, MOR-DOR ag -0.6, PKA-R1A act -4, AddAB inh 0.2, OPRM1-OPRD1 inv 3, HTR5A inv ctr -11, phage Ecoli inh 3.4, E coli growth 0.1, Tat transport -17 and PfHsp90 set2 -7.
CCN(CC)S(=O)(=O)c1ccc(NC(=O)CNC2CCCCC2)cc1 was read as PKA-R2B act 11, MOR-DOR ag -3.5, PKA-R1A act 9, AddAB inh -0.1, OPRM1-OPRD1 inv 16, HTR5A inv ctr 13, Mot1-301 SUMO -3, phage Ecoli inh 2.5, E coli growth 0.2, Tat transport -9 and PfHsp90 set2 11.
Screening Cc1ccc(N(C(=O)c2csnn2)C(C(=O)NC2CCCCC2)c2ccncc2)cc1 (stereo unspecified) returned PKA-R2B act -3, MOR-DOR ag -1.2, PKA-R1A act 3, AddAB inh 2.0, OPRM1-OPRD1 inv 8, HTR5A inv ctr 13, Mot1-301 SUMO 0, phage Ecoli inh 0.9, E coli growth -0.5, Tat transport -16 and PfHsp90 set2 -16.
O=C(NC1CC1)c1cc2c(s1)-c1ccccc1OC2 was read as PKA-R2B act -6, MOR-DOR ag 0.0, PKA-R1A act 2, AddAB inh -0.9, OPRM1-OPRD1 inv 0, HTR5A inv ctr 15, Mot1-301 SUMO -7, phage Ecoli inh 2.7, E coli growth 1.3, Tat transport 3 and PfHsp90 set2 19.
For CCCC[n+]1ccn(-c2nc3ccccc3nc2[N-]S(=O)(=O)c2ccc(Cl)cc2)c1 the results were PKA-R2B act 12, MOR-DOR ag -1.3, PKA-R1A act 8, AddAB inh -3.1, OPRM1-OPRD1 inv 7, HTR5A inv ctr -8, Mot1-301 SUMO 8, phage Ecoli inh 1.6, E coli growth -1.9, Tat transport -2 and PfHsp90 set2 54.
